Mito fusion yeast – mitochondrial division inhibition or fusion activation. S. cerevisiae fusion-defective mutant growth rescue, CellTiterGlo 48 h. Potency, µM (titrated, usually from 46.1 µM), for inactives: at the highest dose growth rescue (activation), hits mostly activators. actives 0.23% (n = 320,000);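 further: potency means the concentration at half of the fitted maximal effect; % of control where 0% means no effect; nearly all actives have a fitted effect of over 45% in size; temperature-sensitive fusion mutants such as fzo1-1 at 37 °C on non-fermentable ethanol glycerol medium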
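Read-out: ATP-based luminescence (CellTiterGlo, 10 min ambient) reporting growth of fusion-defective ts yeast after 48 hours at 37C on glycerol/ethanol YPEG medium in the presence of compound.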
PKM2 activator – activators of human pyruvate kinase M2; P14618; purified PKM2, Kinase-Glo ATP luminescence, activation; response scale: 0% is enzyme alone, no compound; AID 1631; Potency, µM (doses to about 57.5 µM), inactives show at the highest dose activation, usual class: activators; actives 0.34% (n = 260,000); further: potency means the concentration at half of the fitted maximal effect; on the % scale 0 is the no-effect control and ±100 the full control effect; nearly all actives have a fitted effect of over 55% in size
Target sequence (P14618 whole entry, looked up): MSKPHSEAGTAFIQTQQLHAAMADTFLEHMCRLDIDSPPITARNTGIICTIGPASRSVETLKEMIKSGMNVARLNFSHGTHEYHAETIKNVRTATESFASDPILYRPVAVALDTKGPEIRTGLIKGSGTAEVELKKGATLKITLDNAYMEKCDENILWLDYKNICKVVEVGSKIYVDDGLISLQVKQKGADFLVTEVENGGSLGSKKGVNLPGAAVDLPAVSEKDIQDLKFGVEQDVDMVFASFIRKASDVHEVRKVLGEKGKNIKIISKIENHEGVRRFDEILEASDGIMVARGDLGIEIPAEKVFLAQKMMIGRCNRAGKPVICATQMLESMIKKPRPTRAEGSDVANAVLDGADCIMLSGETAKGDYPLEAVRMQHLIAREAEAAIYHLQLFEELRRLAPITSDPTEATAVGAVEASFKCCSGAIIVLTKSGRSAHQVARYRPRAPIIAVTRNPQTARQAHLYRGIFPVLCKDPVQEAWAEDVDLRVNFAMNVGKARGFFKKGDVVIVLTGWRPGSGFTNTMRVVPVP
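Purified hPK-M2 (>95% pure) converted ADP (0.1 mM final) to ATP with 0.5 mM PEP in 50 mM imidazole pH7.2, KCl, MgCl2, Tween 20, BSA; 1 h at room temperature. ATP detected by Kinase-Glo luminescence.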
Menin-MLL TR inh – displaces Texas Red mutant MLL peptide from human menin; O00255; Menin + Texas Red MLL mutant peptide, fluorescence polarization; Potency, µM (top dose mostly 61.6 µM), for the others: top-dose FP activity change, negative = inhibition, actives largely listed as inhibitors; actives 0.23% (n = 270,000); active means well fitted inhibition curve with a large enough effect in the polarisation, with a control signal flat, not every such curve was filed as active; inconclusive means small, poorly fitted or top-dose-only effect, or effect the other way, or a change in a side signal; inactive means no such curve, though single readings can be large or run the other way; the % refers to the polarisation; further: potency means the concentration at half of the fitted maximal effect; % of control where 0% means no effect; many of its hits are not listed in these tables
RORgamma inh – ROR gamma (mouse) transcription inhibition | P51450 | Potency, µM (titrated, usually from 53.6 µM), for the others: at the top dose activity change, negative = inhibition, most hits filed as inhibitors | AID 2551 | Drosophila S2 Gal4-RORgamma UAS-luciferase reporter, 20 h | actives 5.4% (n = 310,000); further: potency means the concentration at half of the fitted maximal effect; on the % scale 0 is the no-effect control and ±100 the full control effect; nearly all actives have a fitted effect of over 60% in size
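Drosophila Schneider cells stably carrying a metallothionein-driven Gal4 DBD–ROR gamma fusion and a UAS-Photinus luciferase reporter were exposed to compound for 1 hr, then induced with copper sulfate (700 uM final) for 20 hr at ambient temperature before luminescence reading.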
KCNH2 3.1 block – blocks the human KCNH2 3.1 channel isoform. U2OS KCNH2 3.1, thallium flux FluxOr; active compounds read low. activity change, % (tested at about 1.8 µM). actives 0.95% (n = 340,000);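 active means maximum activity change below -70%; inconclusive means maximum activity change from -70% to -50%; inactive means maximum activity change above -50%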;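 further: thallium influx rate constant from kinetic fluorescence after stimulation buffer; on the % scale 0 is the no-effect control and ±100 the full control effect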
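Thallium flux read-out: FluxOr dye with Red40 quencher in HBSS/HEPES, 45 min at RT. Rate constants from kinetic reads were normalized to positive and negative DMSO controls. Cells: U2OS virally expressing the 3.1 isoform.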
FLuc counter – inhibits or activates purified firefly luciferase, miR-21 counter-screen | Potency, µM (top dose mostly 57.5 µM), inactives show at the top dose activity change, negative = inhibition, usual class: inhibitors | actives 6.9% (n = 360,000) | purified FLuc, Km substrates, luminescence inhibition;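 further: potency means the concentration at half of the fitted maximal effect; plate controls were vehicle for no effect and reference inhibitor for full effect; nearly all actives have a fitted effect of over 55% in size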
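Purified P. pyralis luciferase (10nM final) with 10uM D-luciferin and 10uM ATP (Km levels) in 50mM Tris acetate pH 7.5, 10mM Mg acetate, 0.01% Tween-20, 0.05% BSA; qHTS 6-point titration, ~60 µM downward; luminescence read.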
Rab9 prom act – activators of Rab9 promoter | Huh7 Rab9 promoter-luciferase reporter, luminescence, 24 h | Potency, µM (highest dose often 9.22 µM), for inactives: at the highest dose activation, negative = inhibition, actives largely listed as activators | actives 2.8% (n = 320,000); further: potency means the concentration at half of the fitted maximal effect; % of control where 0% means no effect; nearly all actives have a fitted effect of over 60% in size
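Luciferase signal after 10 min detection reagent at ambient indicates Rab9 promoter upregulation; stably transfected Huh7 cells were treated 24 h with compound in DMSO at 37 °C, 5% CO2.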
MBNL1-CUG inh – blocks human MBNL1 binding to CUG repeat RNA; Q9NR56; TR-FRET MBNL1-His/biotin-(CUG)12 binding, 665/545 ratio; Potency, µM (doses to about 57.5 µM), without a hit: top-dose activity change, negative = inhibition, usual class: inhibitors; actives 0.036% (n = 280,000); active means well fitted inhibition curve with a large enough effect in the signal ratio, with a control signal flat, not every such curve was filed as active; inconclusive means small, poorly fitted or top-dose-only effect, or effect the other way, or a change in a side signal; inactive means no such curve, though single readings can be large or run the other way; the % refers to the signal ratio; further: potency means the concentration at half of the fitted maximal effect; on the % scale 0 is the no-effect control and ±100 the full control effect
Target sequence (Q9NR56 whole entry, looked up): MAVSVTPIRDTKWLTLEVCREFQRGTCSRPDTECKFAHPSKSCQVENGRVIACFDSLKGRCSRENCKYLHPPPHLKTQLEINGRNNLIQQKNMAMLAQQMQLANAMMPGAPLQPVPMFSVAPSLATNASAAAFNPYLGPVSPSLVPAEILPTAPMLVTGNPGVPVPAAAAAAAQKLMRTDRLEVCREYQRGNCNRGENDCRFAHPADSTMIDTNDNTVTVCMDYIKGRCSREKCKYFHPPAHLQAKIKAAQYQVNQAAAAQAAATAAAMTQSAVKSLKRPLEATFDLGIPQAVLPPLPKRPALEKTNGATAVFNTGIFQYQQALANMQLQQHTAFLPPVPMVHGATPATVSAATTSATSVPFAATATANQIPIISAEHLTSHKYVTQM
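Compounds (final 92 nM to 58 uM) are added to His-tagged MBNL1 and biotin-(CUG)12, then terbium anti-His antibody and streptavidin-XL665 (5 nM final). After 60 min at room temperature, the 665/545 nm ratio is read.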
NPC1 promoter act – activates the NPC1 promoter; Potency, µM (highest dose often 9.22 µM), without a hit: top-dose activation, most hits filed as activators; actives 2.4% (n = 320,000); Huh7 NPC1 promoter luciferase reporter, 24 h;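 further: potency means the concentration at half of the fitted maximal effect; % of control where 0% means no effect; nearly all actives have a fitted effect of over 60% in size; reporter is driven by a mutant NPC1 promoter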
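Quantitative HTS used a cell-based reporter: Huh7 cells stably bearing the NPC1 promoter upstream of luciferase were treated with compounds for 24 h, and promoter activation was read as luminescence.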
VP16 counter – Gal4-VP16 reporter inhibition counter-screen; Potency, µM (titrated, usually from 53.6 µM), without a hit: at the highest dose activity, negative = inhibition, hits mostly inhibitors; Drosophila S2 Gal4-VP16 UAS-luciferase, luminescence, 20 h; actives 3.5% (n = 310,000);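 further: Gal4-VP16 expression switched on by copper sulfate through the metallothionein promoter; potency means the concentration at half of the fitted maximal effect; on the % scale 0 is the no-effect control and ±100 the full control effect; nearly all actives have a fitted effect of over 50% in size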
ELG1 repair inh – inhibitors of ELG1-dependent DNA repair in HEK293T cells; actives 2.3% (n = 330,000); HEK293T ELG1-luciferase reporter, luminescence, 16 h; DNA damage induced by 5-fluorouridine; AID 504467; Potency, µM (doses to about 46.1 µM), inactives show at the highest dose activity change, negative = inhibition, actives largely listed as inhibitors; further: potency means the concentration at half of the fitted maximal effect; on the % scale 0 is the no-effect control and ±100 the full control effect; nearly all actives have a fitted effect of over 55% in size
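Luminescence from the luciferase reporter, measured 30 min after ONE-Glo reagent at room temperature, was the read-out. Beforehand, 2,000 cells per well were exposed for 16 hr at 37 °C to 5-fluorouridine together with compound or vehicle.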
An asterisk follows results filed as active; & = joins results of further samples; [ ] = dose if it differs, or a comment. Unless noted, the call rests on the fitted dose curve; in most records, active means well fitted curve in the direction sought with a large enough effect; inconclusive means small, poorly fitted or top-dose-only effect, or another doubt; inactive means no such curve, though single readings can be large; an effect the other way counts as inactive or inconclusive.

How did O=C(Cc1ccc(Cl)cc1)NCC(=O)N1CCCCC1 do in these assays?
Mito fusion yeast: 0.4%; PKM2 activator: 0.6%; Menin-MLL TR inh: 0.5%; RORgamma inh: -4.1%; KCNH2 3.1 block: 0.5; FLuc counter: -0.7%; Rab9 prom act: -1.6%; MBNL1-CUG inh: -5.8%; NPC1 promoter act: 3.9%; VP16 counter: 7.1%; ELG1 repair inh: -14.9%

Results for O=[N+]([O-])c1cccc(-c2ccc(/C=N/Nc3nc(N4CCCCC4)nc(N4CCCCC4)n3)o2)c1 ?
Mito fusion yeast: -10.6%; PKM2 activator: -1.3%; Menin-MLL TR inh: 27.0%; RORgamma inh: 10µM*; KCNH2 3.1 block: 21.8; FLuc counter: -7.1%; Rab9 prom act: 2.5%; NPC1 promoter act: -4.0%; VP16 counter: -5.7%; ELG1 repair inh: inconclusive

Results for CC(C)Oc1ccc(C(=O)N(Cc2ccco2)C2CCS(=O)(=O)C2)cc1 (stereo not given) ?
Mito fusion yeast: 0.2%; PKM2 activator: -2.9%; Menin-MLL TR inh: -14.2%; RORgamma inh: 3.9%; KCNH2 3.1 block: 12.6; FLuc counter: 2.9%; Rab9 prom act: 9.5%; MBNL1-CUG inh: -3.8%; NPC1 promoter act: -2.5%; VP16 counter: -3.4%; ELG1 repair inh: 0.5%

How did COCCNC(=O)c1ccc(Cl)c(Cl)c1 do in these assays?
Mito fusion yeast: -8.5%; PKM2 activator: -5.2%; Menin-MLL TR inh: 3.5%; RORgamma inh: -16.5%; KCNH2 3.1 block: 3.8; FLuc counter: -0.8%; Rab9 prom act: 3.0%; MBNL1-CUG inh: -1.1%; NPC1 promoter act: -0.4%; VP16 counter: 5.6%; ELG1 repair inh: 11.7%

Results for CN(C)S(=O)(=O)c1ccc(Cl)c(NC(=O)c2ccncc2)c1 ?
Mito fusion yeast: 0.1%; PKM2 activator: -1.2%; Menin-MLL TR inh: -1.8%; RORgamma inh: 8.9%; KCNH2 3.1 block: -6.1; FLuc counter: 4.4%; Rab9 prom act: 0.2%; MBNL1-CUG inh: 5.7%; NPC1 promoter act: -5.7%; VP16 counter: -4.5%; ELG1 repair inh: 1.0%

Results for O=C1[C@H]2[C@@H](/C=C/c3ccccc3)N3C(=O)CN(CC4CC4)C(=O)[C@@]3(Cc3ccccc3)[C@H]2C(=O)N1c1ccccc1 ?
Mito fusion yeast: -0.2%; PKM2 activator: 1.6%; Menin-MLL TR inh: -3.7%; RORgamma inh: 6.7%; KCNH2 3.1 block: 0.7; FLuc counter: 11.3%; Rab9 prom act: -16.6%; MBNL1-CUG inh: -9.5%; NPC1 promoter act: -11.8%; VP16 counter: 5.0%; ELG1 repair inh: 6.9%

What do the screens show for `COc1ccc(-c2coc3cc(OC)cc(OC)c3c2=O)cc1`?
Mito fusion yeast: 6.1%; PKM2 activator: -2.7%; Menin-MLL TR inh: 4.1%&-19.8%; RORgamma inh: inconclusive; KCNH2 3.1 block: 16.7; FLuc counter: 15.1µM*; Rab9 prom act: inconclusive; MBNL1-CUG inh: 1.8%; NPC1 promoter act: inconclusive; VP16 counter: -14.0%&23.1%; ELG1 repair inh: inconclusive

What do the screens show for `CC(C)C(CO)NC(=O)CC(=O)NC(CO)C(C)C` (stereo not given)?
Mito fusion yeast: -6.2%; PKM2 activator: 3.1%; Menin-MLL TR inh: 12.3%; RORgamma inh: -21.5%; KCNH2 3.1 block: -20.7; FLuc counter: -0.4%; Rab9 prom act: 0.3%; MBNL1-CUG inh: 2.9%; NPC1 promoter act: -5.0%; VP16 counter: 0.8%; ELG1 repair inh: 6.5%

Results for Cc1cc(C)c(NS(=O)(=O)c2ccc(NC(=O)CCC(=O)O)cc2)c(C)c1 ?
Mito fusion yeast: -3.3%; PKM2 activator: -3.4%; Menin-MLL TR inh: 7.9%; RORgamma inh: -3.6%; KCNH2 3.1 block: 1.9; FLuc counter: -10.6%; Rab9 prom act: -3.4%; MBNL1-CUG inh: -7.1%; NPC1 promoter act: 0.2%; VP16 counter: -7.4%; ELG1 repair inh: -9.4%

Results for CCN(CC)CCNS(=O)(=O)c1ccc2c3c(cccc13)C(=O)N2 ?
Mito fusion yeast: 2.0%; PKM2 activator: 0.0%; Menin-MLL TR inh: -17.5%; RORgamma inh: -41.1%; KCNH2 3.1 block: 1.9; FLuc counter: 7.7%; Rab9 prom act: -1.9%; MBNL1-CUG inh: inconclusive; NPC1 promoter act: 5.1%; VP16 counter: -1.3%; ELG1 repair inh: -15.0%

How did Cc1cccc(C(=O)NCC2CCN(C(=O)c3cccc(C)c3)CC2)c1 do in these assays?
Mito fusion yeast: -1.2%; PKM2 activator: 5.6%; Menin-MLL TR inh: -10.5%; RORgamma inh: 14.7%; KCNH2 3.1 block: -5.7; FLuc counter: 1.1%; Rab9 prom act: -1.9%; MBNL1-CUG inh: -5.9%; NPC1 promoter act: 2.3%; VP16 counter: -1.4%; ELG1 repair inh: inconclusive

How did CCOC(=O)C(C)Sc1ccc2nnc(CCNS(=O)(=O)c3ccccc3)n2n1 (stereo not given) do in these assays?
Mito fusion yeast: 1.2%; PKM2 activator: 0.3%; Menin-MLL TR inh: -1.3%; RORgamma inh: 12.0%; KCNH2 3.1 block: 10.5; FLuc counter: -1.5%&1.0%; Rab9 prom act: 1.8%; MBNL1-CUG inh: 8.8%; NPC1 promoter act: 0.0%; VP16 counter: -4.2%; ELG1 repair inh: 10.1%

What do the screens show for `Cc1cccc(S(=O)(=O)NNC(=O)c2sc(C)nc2C)c1`?
Mito fusion yeast: -1.6%; PKM2 activator: -2.4%; Menin-MLL TR inh: 7.3%; RORgamma inh: 9.6%[10 µM]; KCNH2 3.1 block: 10.9; FLuc counter: 6.5%; Rab9 prom act: -3.6%; NPC1 promoter act: 0.1%; VP16 counter: -18.1%; ELG1 repair inh: -13.1%

How did O=C(N/N=C/c1cc(Br)cs1)c1c[nH]c2ccccc12 do in these assays?
Mito fusion yeast: 3.6%; PKM2 activator: -0.5%; RORgamma inh: 4.2%; KCNH2 3.1 block: -0.3; FLuc counter: 16.9µM*; Rab9 prom act: 24.2%; NPC1 promoter act: inconclusive; VP16 counter: inconclusive; ELG1 repair inh: -6.0%

How did O=S1(=O)CCOCCCN1Cc1cccc(F)c1 do in these assays?
Mito fusion yeast: 1.8%; PKM2 activator: -2.8%; Menin-MLL TR inh: inconclusive; RORgamma inh: 5.1%; KCNH2 3.1 block: -23.7; FLuc counter: 1.6%; Rab9 prom act: -3.8%; MBNL1-CUG inh: 8.1%; NPC1 promoter act: 0.0%; VP16 counter: -1.2%; ELG1 repair inh: 3.4%

How did COc1cccc(N2CCN(Cc3cccnc3)CC2)c1 do in these assays?
Mito fusion yeast: -0.5%; PKM2 activator: -1.0%; Menin-MLL TR inh: -9.0%; RORgamma inh: -23.9%; KCNH2 3.1 block: 11.7; FLuc counter: 4.1%; Rab9 prom act: -0.9%; MBNL1-CUG inh: -4.1%; NPC1 promoter act: -1.4%; VP16 counter: -1.0%; ELG1 repair inh: 1.8%

How did COc1ccccc1N1CCN(C(=O)c2cc(=O)c3cc(C)cc(C)c3o2)CC1 do in these assays?
Mito fusion yeast: -1.0%; Menin-MLL TR inh: inconclusive; RORgamma inh: -7.0%; KCNH2 3.1 block: -14.8; FLuc counter: -2.2%; Rab9 prom act: -24.3%[1.84 µM]; MBNL1-CUG inh: -1.1%; NPC1 promoter act: -21.5%; VP16 counter: 0.9%; ELG1 repair inh: inconclusive

What do the screens show for `Cc1ccc(/C=N/N2CCN(C3c4ccccc4-c4ccccc43)CC2)s1`?
Mito fusion yeast: 5.9%; PKM2 activator: 0.2%; Menin-MLL TR inh: 11.7%; RORgamma inh: 10.7%; KCNH2 3.1 block: -2.8; FLuc counter: 3.0%; Rab9 prom act: -4.7%; MBNL1-CUG inh: 2.3%; NPC1 promoter act: -1.4%; VP16 counter: 4.5%; ELG1 repair inh: 9.2%

How did CCOc1ccc(C/C(N)=N/n2cnnc2)cc1 do in these assays?
Mito fusion yeast: -2.8%; PKM2 activator: 7.3%; Menin-MLL TR inh: 5.0%; RORgamma inh: 25.8%; KCNH2 3.1 block: 8.1; FLuc counter: 6.2%[2.3 µM]; Rab9 prom act: -7.4%; MBNL1-CUG inh: 3.0%; NPC1 promoter act: 0.4%; VP16 counter: -14.5%; ELG1 repair inh: -8.3%

How did Cc1nc2c(n1C1CCCCC1)C(=O)c1ccccc1C2=O do in these assays?
Mito fusion yeast: 0.9%; PKM2 activator: -0.6%; Menin-MLL TR inh: inconclusive; RORgamma inh: inconclusive; KCNH2 3.1 block: 11.0; FLuc counter: -3.2%; Rab9 prom act: -5.2%; MBNL1-CUG inh: inconclusive; NPC1 promoter act: 0.1%; VP16 counter: -15.8%; ELG1 repair inh: 4.2%

A portion of the library; the hit share may differ from the screen's.
